# Screens as filed in PubChem BioAssay.
# RXFP1 agonist: RXFP1 (human) receptor agonism | Q9HBX9 | HEK293T-RXFP1 cAMP TR-FRET, 30 min; response scale: percent of porcine relaxin response, buffer zero | Potency, µM (doses to about 57.5 µM), inactives show top-dose activation, most hits filed as activators | hit rate 0.3% among 370,000 | AID 2676; note: % is set by controls: 0 for no effect and ±100 for the full control effect; nearly all actives have a fitted effect of over 60% in size; many of its hits are not listed in these tables
#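 HEK293T cells stably expressing RXFP1 were pretreated with the PDE4 inhibitor Ro 20174, exposed to compounds for 30 min at 37C, lysed, and cAMP was read by TR-FRET. Data normalized to buffer (basal) and 29 nM porcine relaxin (100%).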
# ALOX12 inh: blocks human arachidonate 12S-lipoxygenase. Potency, µM (series often up to 108 µM), without a hit: at the highest dose activity change, negative = inhibition, usual class: inhibitors. hit rate 1.1% among 580,000. purified 12hLO, xylenol orange hydroperoxide absorbance. P18054; note: % is set by controls: 0 for no effect and ±100 for the full control effect
#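 Purified human 12hLO (150 nM final) in 25 mM Hepes, 0.01% Triton X-100, pH 7.0 was preincubated 15 min at room temperature with compound. Then 40 uM arachidonic acid was added, 30 min. Hydroperoxide was read by Fe-XO absorbance ratio 573/405 nm.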
# Vif-APOBEC3G blk: inhibitors of Vif-APOBEC3G interaction | Q9HC16 | HeLa A3G-eYFP + Vif (tagged APOBEC3G with the HIV-1 protein that degrades it), YFP fluorescence, overnight | Potency, µM (titrated, usually from 46.1 µM), without a hit: at the top dose activity, negative = active, actives largely listed as inhibitors | hit rate 0.076% among 410,000;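 note: % is set by controls: 0 for no effect and ±100 for the full control effect; nearly all actives have a fitted effect of over 60% in size; hits raise eYFP signal because A3G escapes Vif-driven loss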
#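 HeLa cells stably expressing Vif and C-terminally eYFP-tagged A3G, seeded overnight at 37 deg C, then exposed to compound by pintool overnight at 37 deg C. Rise in yellow fluorescence (Ex 488/Em 500-530, Acumen) marks blocked Vif-driven A3G degradation.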
# mIDH1 inhibitor: blocks human mutant IDH1 R132H enzyme. Potency, µM (titrated, usually from 76.6 µM), for inactives: top-dose activity change, negative = inhibition, usual class: inhibitors. O75874. hit rate 0.093% among 390,000. AID 602179. IDH1-R132H enzyme, NADPH consumption, diaphorase/resazurin fluorescence; note: % is set by controls: 0 for no effect and ±100 for the full control effect; nearly all actives have a fitted effect of over 65% in size
#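 IDH1-R132H (0.5 ug/mL) preincubated 30 min with compound, then NADPH (0.016 mM) and alpha-KG (2 mM) added; 80 min at RT, pH 7.5. Remaining NADPH coupled via diaphorase/resazurin to fluorescence (540/590 nm); concentration-response curves normalized to no-enzyme control.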
# TrxR1 substrate: substrates of rat thioredoxin reductase 1; O89049; purified TrxR1 substrate turnover, NADPH consumption readout; Potency, µM (titrated, usually from 114 µM), for the others: top-dose activity change, negative = substrate turnover; hit rate 0.01% among 390,000; AID 588456; note: % is set by controls: 0 for no effect and ±100 for the full control effect; nearly all actives have a fitted effect of over 50% in size
#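 Rat TrxR1, dispensed at 90 nM, was prereduced with 400 uM NADPH (final) for 5 min at ~22 deg C, then incubated with compound 15 min before 400 uM selenite. A first-read NADPH fluorescence drop versus no-compound background flagged substrates.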
# USP1-UAF1 inh: blocks the human USP1/UAF1 deubiquitinase complex; O94782; recombinant USP1/UAF1, Ub-Rhodamine cleavage fluorescence; Potency, µM (top dose mostly 57.1 µM), inactives show at the highest dose activity change, negative = inhibition, usual class: inhibitors; hit rate 0.23% among 390,000; AID 743255; note: % is set by controls: 0 for no effect and ±100 for the full control effect; nearly all actives have a fitted effect of over 60% in size; inactives centre near -12
# Target sequence (O94782 whole entry, looked up): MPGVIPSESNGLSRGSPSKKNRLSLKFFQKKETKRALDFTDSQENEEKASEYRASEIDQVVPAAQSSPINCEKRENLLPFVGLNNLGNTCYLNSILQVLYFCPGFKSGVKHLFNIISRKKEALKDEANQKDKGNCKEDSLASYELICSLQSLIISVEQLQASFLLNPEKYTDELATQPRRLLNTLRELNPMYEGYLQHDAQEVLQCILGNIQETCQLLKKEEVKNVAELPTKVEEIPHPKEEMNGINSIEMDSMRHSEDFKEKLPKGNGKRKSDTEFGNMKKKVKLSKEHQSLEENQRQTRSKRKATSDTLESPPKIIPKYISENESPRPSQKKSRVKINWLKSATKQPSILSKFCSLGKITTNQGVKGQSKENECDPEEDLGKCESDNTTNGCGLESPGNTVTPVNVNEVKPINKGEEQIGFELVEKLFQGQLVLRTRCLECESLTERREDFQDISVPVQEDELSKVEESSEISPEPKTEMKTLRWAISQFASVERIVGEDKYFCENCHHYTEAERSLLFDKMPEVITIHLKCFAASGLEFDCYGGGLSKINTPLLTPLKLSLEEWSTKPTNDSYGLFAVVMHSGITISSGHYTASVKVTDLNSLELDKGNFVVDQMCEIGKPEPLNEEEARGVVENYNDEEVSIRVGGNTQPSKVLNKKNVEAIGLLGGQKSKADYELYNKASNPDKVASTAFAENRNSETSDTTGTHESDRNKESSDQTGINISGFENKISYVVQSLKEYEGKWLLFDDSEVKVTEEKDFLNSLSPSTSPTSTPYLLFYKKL
#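 USP1/UAF1 complex (1 nM) preincubated 15 min at room temperature with compound, then Ub-Rho substrate (150 nM final) added. Kinetic fluorescence at 480/540 nm over 6 reads at 60 s intervals; 50 mM HEPES pH 7.8, 0.5 mM EDTA, 0.1 mg/ml BSA, 1 mM TCEP, 0.01% Tween-20.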
# RGS4 inh: blocks human RGS4-accelerated GTP hydrolysis; hit rate 0.039% among 390,000; Potency, µM (doses to about 114 µM), for the others: top-dose activity change, negative = inhibition, actives largely listed as inhibitors; Transcreener GDP fluorescence polarization, RGS4-accelerated GTP hydrolysis; P49798; note: % is set by controls: 0 for no effect and ±100 for the full control effect; nearly all actives have a fitted effect of over 75% in size; some results filed as inactive show a strong effect at the top dose
# Target sequence (P49798 whole entry, looked up): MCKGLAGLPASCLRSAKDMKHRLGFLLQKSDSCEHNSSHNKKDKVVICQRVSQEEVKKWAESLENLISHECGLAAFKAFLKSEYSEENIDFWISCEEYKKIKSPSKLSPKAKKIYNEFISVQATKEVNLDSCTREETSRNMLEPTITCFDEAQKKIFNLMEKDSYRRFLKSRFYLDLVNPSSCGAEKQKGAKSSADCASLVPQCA
#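 MLSMR compounds (23 nl, pin-transferred) preincubated 10 min at room temperature with a 500nM (2x) first reagent, then RGS4 at 900nM (2x) plus Transcreener GDP mix added; fluorescence polarization (620/688 nm) read before and after 90 min at 30 °C.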
# rTrxR1 inhibitor: rat TrxR1 inhibition | recombinant rTrxR1, NADPH fluorescence consumption, selenite substrate | hit rate 1% among 390,000 | O89049 | Potency, µM (highest dose often 114 µM), inactives show at the top dose activity change, negative = inhibition, hits mostly inhibitors | AID 588453; note: % is set by controls: 0 for no effect and ±100 for the full control effect; nearly all actives have a fitted effect of over 65% in size
#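 Rat TrxR1 (90 nM in the dispensed reagent) was pre-reduced with 400 uM NADPH for 5 min at room temperature, then incubated with compound for 15 min. After 400 uM selenite was added, NADPH fluorescence (Ex 340/Em 450 nm) was followed for 8 min.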
# Vif-A3F inh: Vif-A3F binding inhibition | Potency, µM (series often up to 46.1 µM), for inactives: at the highest dose activity, negative = active | hit rate 0.2% among 390,000 | AID 602313 | HeLa A3F-eYFP + Vif (tagged APOBEC3F with the HIV-1 protein that degrades it), YFP fluorescence increase; note: % of control where 0% means no effect; nearly all actives have a fitted effect of over 65% in size
#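 Fluorescence increase (Ex 488/Em 500-530) after overnight compound treatment at 37 deg C flags inhibition of Vif-driven A3F-eYFP loss in stable HeLa A3F-eYFP/Vif cells seeded overnight beforehand.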
# Starred values were filed as active, the others as inactive; ? = inconclusive; . = no result given; & = joins results of further samples; [ ] = remark or other dose. Calls come from the whole dose curve; as a rule, active = well fitted curve in the direction sought with a large enough effect; inconclusive = small, poorly fitted or top-dose-only effect, or another doubt; inactive = no such curve, though single readings can be large; an effect the other way counts as inactive or inconclusive. Potency is the fitted concentration of half-maximal effect. These rows are one share of the data; count on the stated rates, not on these rows.
Molecule	RGS4 inh	Vif-A3F inh	Vif-APOBEC3G blk	ALOX12 inh	TrxR1 substrate	RXFP1 agonist	rTrxR1 inhibitor	USP1-UAF1 inh	mIDH1 inhibitor
O=C(/C(=N\Nc1ccc([N+](=O)[O-])cc1)Sc1nnnn1-c1ccccc1)c1ccccc1	-30%	19%	-23%	0%	-4%	0.7%	-3%	-14%	0%
COC(=O)c1ccccc1NC(=O)CSc1nnc(CNS(=O)(=O)c2ccc(C)cc2)n1C	5%	-9%	3%	154%[activator]	-9%	-0.5%	-8%	-13%	7%
O=C1CC(C(=O)Nc2cccc(F)c2)n2c(nc3ccccc32)N1 (stereo not given)	19%	1%	-6%	6%	2%	-1.7%	19%	-10%	9%
Fc1ccc(-c2nnc3ccccn23)cc1	-18%[11.4 µM]	8%	0%	-1%	14%	-2.1%	17%	-20%	-6%
Cc1ccc(S(=O)(=O)NCC(c2ccco2)N2CCOCC2)cc1 (stereo not given)	-11%&12%	-2%&4%	-2%&1%	-24%&0%	0%&19%[57.1 µM]	0.1%&0.6%	8%[57.1 µM]	-28%&-8%	11%&21%
CCCCOc1ccc(NC(=O)C2OC3OC(C)(C)OC3C3OC(C)(C)OC23)cc1 (stereo not given)	-6%	1%	-3%	1%	6%	-0.6%	8%[57.1 µM]	-5%	-5%
COc1ccc(C2(C)NC(=O)N(CC(=O)c3cc(C)n(C4CC4)c3C)C2=O)cc1OC (stereo not given)	-10%	2%	1%	21%	-5%	0.2%	-1%	-20%	0%
CC(=O)C1=C(C)Nc2cc(C(F)(F)F)ccc2S1	-37%	-19%	3%	?	5%[57.1 µM]	2.3%	8%[57.1 µM]	-4%	-2%
O=C(O)C1C2C=CC3(CN(C4CCCC4)C(=O)C13)O2 (stereo not given)	11%	-5%	2%	295%[activator]	-3%	0.6%	23%	-3%	-3%
Cc1ccc(Cn2nc(C)c(NC(=O)c3cc(-c4ccc5c(c4)OCO5)on3)c2C)cc1	-26%	-7%	?	-26%	3%[57.1 µM]	1.2%	-3%[57.1 µM]	-26%	0%
COCCN(C(=O)COC(=O)/C=C/c1ccccc1Cl)c1c(N)n(Cc2ccccc2)c(=O)[nH]c1=O	7%	-21%	-6%	-1%	-4%	-0.2%	10%	2%	-1%
O=C(N/N=C/c1cccc([N+](=O)[O-])c1)C1CC(=O)N(c2ccc(Cl)cc2)C1 (stereo not given)	28%	-9%	-9%	0%	15%[57.1 µM]	0.9%	23%[57.1 µM]	-14%	3%
CCN(CC)S(=O)(=O)c1ccc(/C=C/C(=O)OCC(=O)NNC(=O)c2ccc(OC)cc2)cc1	-17%	2%	-4%	9%	2%	0.3%	38%[activator]	-25%	-3%
O=C(C1=C[C@@H](C2CCCCC2)C[C@@H](OCc2ccc(CO)cc2)O1)N1CCN(Cc2ccccc2)CC1	2%	-1%	-1%	-9%	3%[57.1 µM]	-0.5%	-3%[57.1 µM]	-26%	-7%
Cc1cc(N2CCCC(C(=O)Nc3cccc4ccccc34)C2)n2ncnc2n1 (stereo not given)	3%	-12%	-1%	0%	7%[57.1 µM]	8.4%	21%[57.1 µM]	-5%	19%
Cc1ccc(C)c(OCCC(=O)Nc2ccccc2C(=O)NC2CC2)c1	-8%	2%	-1%	1%	-3%[2.29 µM]	.	1%[2.29 µM]	2%	-1%
COc1ccc(CCNc2nc(-c3ccc(C)cc3)cc(C(F)F)n2)cc1OC	7%	-3%	3%	-14%	5%[2.29 µM]	19%	-4%	-14%	18%
Cc1cc(C)nc(-n2nc(C)c3c2N(Cc2ccccc2C)C(=O)CC3c2ccc(Cl)cc2)n1 (stereo not given)	9%	-24%	6%	-2%	-8%	-3.9%	19%	0%	-10%
O=c1c2cn[nH]c2nc(SCc2cccc(Br)c2)n1-c1ccc(Cl)cc1	13%	8%	-1%	?	-5%[57.1 µM]	-3.6%	13%[57.1 µM]	?	-25%
CCOc1ccc(CCNS(=O)(=O)c2ccc(-c3ccc(=O)[nH]n3)o2)cc1OCC	11%	-12%	0%	28%	0%	1.5%	16%	-18%	-4%
C=CCNc1nc(NCc2ccccc2)nc(OCC)n1	14%	-6%	1%	40%[activator]	-5%	1.8%	19%	-7%	-4%
COc1ccccc1OCCC(=O)NNC(=O)c1ccccc1F	-1%	-12%	-10%	-8%	7%	0.9%	33%	-14%	-3%
CCN(CC(=O)Nc1ccc2c(c1)OCCO2)CC(=O)Nc1ccc2c(c1)OCO2	-13%	6%	6%	0%	8%[57.1 µM]	-3.3%	5%[57.1 µM]	?	-2%
COc1ccc(NC(C)=O)cc1NC(C)C(=O)Nc1cc(C(F)(F)F)ccc1N1CCOCC1 (stereo not given)	-21%	11%	-3%	6%	-2%[57.1 µM]	5.2%	4%[57.1 µM]	-14%	0%
CCCN(CC(=O)Nc1ccccc1C)C(=O)Cc1c(C)nc2ccccc2c1C	0%	3%	3%	-29%	-2%	2.6%	-4%	-21%	-21%
CN(C)S(=O)(=O)c1ccc(NC(=O)Cn2ccsc2=N)cc1	20%	0%	2%	1%	0%	-0.7%	23%	-22%	3%
O=C(CCCn1c(=O)c2ccccc2n(CC(=O)NCc2ccco2)c1=O)NCc1ccco1	-41%	-13%	-1%	5%	13%[57.1 µM]	-0.2%	26%[57.1 µM]	-4%	13%
Cc1c(NS(=O)(=O)c2ccc(N3CCN(C)CC3)c([N+](=O)[O-])c2)c(=O)n(-c2ccccc2)n1C	16%	4%	0%	0%	4%[57.1 µM]	6.4%	14%[57.1 µM]	-17%	-6%
CCCC(=O)OCC(=O)Nc1ccc(N=Nc2ccccc2)cc1	18%	-16%	-16%	-22%	-11%	1.1%	-11%	-24%	6%
COc1ccc(NC(=O)Cn2nnc(-c3ccccc3NC(=O)C3CC3)n2)cc1	-7%	?	-4%	303%[activator]	4%[57.1 µM]	-0.5%	0%[57.1 µM]	3%	-1%
Fc1ccc(-n2cc(-c3ccccc3)c3c(N4CCOCC4)ncnc32)cc1	-4%	5%	-6%	0%	-4%[57.1 µM]	0.0%	34%[activator][57.1 µM]	-5%	6%
O=C(CCCOc1ccccc1)Nc1ccncc1	15%	3%	5%	122%[activator]	3%	-0.7%	15%	7%	2%
Cc1nc(C(=O)NC2CC2)sc1C1(C)CC(c2cccc([N+](=O)[O-])c2)=NO1 (stereo not given)	20%	-1%	-7%	-16%	4%	1.5%	27%	-25%	-11%
Cn1c(=O)oc2cc(S(=O)(=O)NC3CCCc4ccccc43)ccc21 (stereo not given)	-8%	-4%	0%	16%	9%[57.1 µM]	2.2%	9%[57.1 µM]	-15%	0%
Cc1ccc(CCNC(=O)C2CC(=O)N(CCc3ccccc3)C2)cc1 (stereo not given)	6%&8%	4%&0%	0%&2%	6%&-17%	1%	-0.6%&3.9%	26%	-10%&2%	0%&-2%
Cc1ccccc1NC(=O)Cn1c(=O)n(CC2CCC(C(=O)NCCc3ccccc3)CC2)c(=O)c2ccccc21 (stereo not given)	-11%	-29%	-4%	-20%	2%	12%	7%	-17%	0%
COc1cc(CCC(=O)NNC(=O)c2ccc(C)cc2)cc(OC)c1OC	23%	1%	0%	-15%	2%	0.4%	9%	-7%	25%
c1ccc(-c2cc3c(N4CCCC4)ncnc3s2)cc1	5%	-11%	-2%	-11%	28%[57.1 µM]	1.8%	-7%[57.1 µM]	?	-10%
CS(=O)c1ccccc1-c1nc(-c2cccc(Cl)c2)no1 (stereo not given)	?	2%	-3%	-5%	3%[57.1 µM]	-2.3%	20%[57.1 µM]	?	2%
O=C(Nc1cccc(NC(=O)c2ccco2)c1)c1cccc(Br)c1	-12%	5%	-6%	14%	6%[0.0914 µM]	7.3%	5%[57.1 µM]	-16%	-4%
O=C(OCc1cc2ccccc2[nH]c1=O)c1cccnc1	-44%	-2%	-1%	-25%	1%	5.2%	-13%	-15%	1%
CC(Oc1ccc(Br)cc1)C(=O)Nc1ccncc1 (stereo not given)	12%	5%	-1%	-2%	8%[57.1 µM]	0.3%	14%[57.1 µM]	-6%	2%
COC(=O)[C@@]1(Cc2ccc(OC)cc2)[C@H]2c3cc(C(=O)N(C)C)n(CCSCCO)c3C[C@H]2CN1C(=O)c1ccccc1	-8%	-1%	-1%	.	3%	0.5%	-6%	-26%	5%
CC(=O)Nc1cc2c(cc1Cl)-c1ccccc1C2O (stereo not given)	7%	2%	-13%	-3%	8%	.	-41%[57.1 µM]	-2%	8%
Cc1ccc(CCNC(=O)c2nnc(Cc3cccc(F)c3)o2)cc1	16%	2%	0%	-20%	30%	3.0%	40%[activator]	-25%	6%

# In another format: entries from further up.
# Values run as follows: RGS4 inh, Vif-A3F inh, Vif-APOBEC3G blk, ALOX12 inh, TrxR1 substrate, RXFP1 agonist, rTrxR1 inhibitor, USP1-UAF1 inh, mIDH1 inhibitor
COc1cc(CCC(=O)NNC(=O)c2ccc(C)cc2)cc(OC)c1OC
    23%, 1%, 0%, -15%, 2%, 0.4%, 9%, -7%, 25%
O=C(OCc1cc2ccccc2[nH]c1=O)c1cccnc1
    -44%, -2%, -1%, -25%, 1%, 5.2%, -13%, -15%, 1%
